Nrf2 activator: activates Nrf2 signaling | AREc32 ARE-luciferase reporter (MCF7-derived line), luminescence, 24 h | AID 624171 | actives 0.31% (n = 410,000) | Potency, µM (titrated, usually from 46.1 µM), for the others: top-dose activation, usual class: activators; further: potency means the concentration at half of the fitted maximal effect; % of control where 0% means no effect; nearly all actives have a fitted effect of over 65% in size
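Steps: seed AREc32_Fluc cells (1000/well, 5% FBS OPTI-MEM); incubate overnight at 37 deg C; add 23 nL compound; incubate 24 hr; add Steady-Glo; hold 30 min RT; read luminescence.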
A549 tox: A549 cytotoxicity, counter-screen for Nrf2 inhibitors | A549 ARE-Fluc cells, CellTiter-Fluor viability, 18-24 h | Potency, µM (highest dose often 46 µM), for inactives: at the highest dose activity change, negative = cytotoxicity, most hits filed as inhibitors | actives 0.16% (n = 390,000); further: potency means the concentration at half of the fitted maximal effect; on the % scale 0 is the no-effect control and ±100 the full control effect
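Cytotoxicity counterscreen: CellTiter-Fluor fluorescence was measured in A549 ARE_Fluc cells after 18-24 h of compound exposure in a concentration series. The subsequent BugLite luminescent read reports ARE-luciferase activity.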
HepG2 viability: counter-screen for TGF-b inhibitors: cytotoxicity in HepG2 cells | HepG2 CAGA-GFP viability, ATP luminescence, 18 h | Potency, µM (top dose mostly 46.1 µM), for inactives: top-dose activity change, negative = cytotoxicity, hits mostly cytotoxic | actives 0.76% (n = 410,000); further: potency means the concentration at half of the fitted maximal effect; some results filed as inactive show a strong effect at the top dose
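HepG2 CAGA-GFP cells (1000/well, DMEM with 1% FBS) received compound, then TGF-beta at 500 pg/mL final, and were incubated 18 hours at 37 degrees C. Viability was read by CellTiter-Glo luminescence. Media-only wells were set as complete cell-killing and DMSO as no toxicity.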
Akt phos inh: blocks phosphorylation of Akt. actives 0.32% (n = 360,000). activity change, % for hits at 50 µM. Neuro2A IGF-stimulated pAkt S473 HTRF, 20 min; stronger effect = lower value; in the data active means activity change below about -80%; inconclusive means mostly about -51% to -80%; further: on the % scale 0 is the no-effect control and ±100 the full control effect
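Neuro2A cells (4,500/well, DMEM with 0.5% FBS) were treated with compound at a single 50 µM final concentration, stimulated with 6 nM IGF for 20 min at 37 °C, and lysed. Phospho-Akt Ser473 was read by HTRF as 665/615 ratio ×10^4.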
TGFb inhibitor: blocks TGF-b signaling. HepG2 CAGA-GFP TGF-b/SMAD3 reporter, GFP fluorescence, 18 h; TGF-beta stimulated, 500 pg/mL final. Potency, µM (titrated, usually from 46.1 µM), for the others: at the highest dose activity, negative = inhibition, usual class: inhibitors. actives 1.2% (n = 410,000). AID 588855; further: potency means the concentration at half of the fitted maximal effect; on the % scale 0 is the no-effect control and ±100 the full control effect; nearly all actives have a fitted effect of over 65% in size
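Inhibition of TGF-beta-driven CAGA-GFP reporter expression in HEPG2 cells is measured by cellular GFP fluorescence after 18 h stimulation with 500 pg/mL recombinant TGF-beta in 1% FBS medium at 37 degrees C.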
Mm-Cpn inhibitor: inhibitors of Methanococcus maripaludis chaperonin (MmCpn) | Potency, µM (highest dose often 76.9 µM), for the others: top-dose activity, negative = inhibition, most hits filed as inhibitors | actives 0.031% (n = 330,000) | purified Mm-Cpn ATPase, ADP Transcreener TR-FRET | AID 504842; further: potency means the concentration at half of the fitted maximal effect; on the % scale 0 is the no-effect control and ±100 the full control effect; nearly all actives have a fitted effect of over 80% in size
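25 nM Mm-CPN + cpd, 10 min 37°C; + 10 uM ATP, 30 min 37°C; buffer 30 mM Tris pH 7.4, 100 mM KCl, 5 mM MgCl2, 1 mM DTT; Transcreener ADP HTRF detection 30 min RT.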
ATXN viability: cell viability loss in ATXN counter-screen. S2 cells (HEK-293 line with an ATXN2-luciferase reporter) viability, CellTiter-Fluor protease fluorescence, 24 h. Potency, µM (top dose mostly 56.7 µM), most hits filed as cytotoxic. actives 0.49% (n = 400,000). AID 651635; further: potency means the concentration at half of the fitted maximal effect; nearly all actives have a fitted effect of over 40% in size
CCT modulator: changes cytosolic chaperonin activity; purified chaperonin ATPase assay, HTRF ADP detection, 30 min; activity change, % (concentration not given with the values), hits read low; actives 0.3% (n = 360,000); in the data active means activity change below about -30%; further: on the % scale 0 is the no-effect control and ±100 the full control effect
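Enzyme 40 or 20 nM (batch-dependent) in Tris pH 7.4/KCl/MgCl2/DTT; cpd 76 uM single point; ATP 10 uM; 30 min 37 °C; Transcreener ADP HTRF detection, 30 min RT; ratio 665/615.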
Nrf2 block: blocks Nrf2 signaling; A549 ARE-Fluc reporter, luciferase luminescence, 18-24 h; Potency, µM (doses to about 46 µM), for the others: at the highest dose activity change, negative = inhibition, actives largely listed as inhibitors; actives 2.1% (n = 360,000); AID 504444; further: potency means the concentration at half of the fitted maximal effect; on the % scale 0 is the no-effect control and ±100 the full control effect; nearly all actives have a fitted effect of over 60% in size
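A549 ARE_Fluc cells, 5000/well, 5% FBS OPTI-MEM; compounds in dose-response, 18-24 h at 37 °C/5% CO2; CellTiter-Fluor viability read (Ex 405/Em 525), then BugLite luciferase luminescence = Nrf2 activity.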
* hit, by the source's call; i = inactive; ? = inconclusive; . = not tested or not shown; & = joins results of further samples. Unless noted, the call rests on the fitted dose curve; in most records, active means well fitted curve in the direction sought with a large enough effect; inconclusive means small, poorly fitted or top-dose-only effect, or another doubt; inactive means no such curve, though single readings can be large; an effect the other way counts as inactive or inconclusive.

molecule,Nrf2 activator,A549 tox,HepG2 viability,Akt phos inh,TGFb inhibitor,Mm-Cpn inhibitor,ATXN viability,CCT modulator,Nrf2 block
CC(C)(C)C(=O)Oc1cc(N)n(S(=O)(=O)c2ccccc2)n1,1.9%,0.6%,-32.5%,i,1.9%,-0.1%,i,0.7,-2.2%
CN(C)/C=N/C(=S)Nc1ccc(F)cc1,-0.2%,0.0%,13.0%,i,0.0%,.,i,0.5,?
CCOC(=O)c1c(NC(=O)c2ccoc2C)sc(C(=O)N(C)C)c1C,-0.2%,-4.1%,-15.1%,i,-12.2%,-1.3%,i,-0.8,-15.8%
Cc1cc(N2CCCC2)nc2ccc(NC(=S)NCCCOC(C)C)cc12,-0.4%,-14.4%,-13.2%,i,0.0%,-1.7%,i,-1.2,1.2%
COc1ccc(CNC(=O)CN2C(=O)COc3ccc(S(=O)(=O)N4CCCCC4)cc32)cc1,-0.6%&-0.2%,0.0%&-1.3%,-3.6%&4.0%,i,-5.4%&-13.8%,3.6%,i,-0.9,0.0%&17.2%
COc1ccccc1OCC(=O)NNC(=O)CCCC(=O)NNC(=O)COc1ccccc1OC,-0.8%,-1.4%,-16.3%,i,-1.7%,0.2%,i,-1.0,-11.3%
CCN(CC)S(=O)(=O)c1ccc2c(c1)N(CC(=O)NCCc1ccccc1)C(=O)CO2,3.7%,-10.0%,-50.2%,.,.,.,.,.,13.0%
CN(C)S(=O)(=O)c1cc(NC(=O)C2=COCCO2)ccc1Cl,1.9%,8.9%,-2.6%,i,-8.2%,-0.3%,i,-3.5,?
COc1ccc(CCNC(=O)c2nnn(CC(=O)Nc3ccccc3C)c2N)cc1OC,0.1%,12.1%,-9.5%,i,8.0%,1.6%,i,-3.4,-0.2%
Cc1cc(C)n(CC(C)NCc2c(C(=O)N3CCOCC3)nc3c(C)cccn23)n1 (stereo unspecified),0.2%,18.3%,1.6%,i,7.8%,1.1%,i,2.2,9.7%
COc1ccc(S(=O)(=O)N2CCC(N3CCN(Cc4ccc(F)cc4)C(=O)C3=O)CC2)cc1,-1.0%,11.5%,-17.8%,.,-7.4%,.,i,.,.
Cc1cccc(NC(=O)C2CCCN(S(=O)(=O)c3ccc4c(c3)oc(=O)n4C)C2)c1C (stereo unspecified),-0.6%,1.0%,1.0%,.,-5.5%,.,i,.,-7.0%
COc1ccc(CNC(=O)c2cnc(N3CCCC3)nc2C)cc1,-0.3%,3.2%,-1.3%,.,5.1%,.,i,.,.
CCCCOCC1CC(CC#CCN2CCCCC2)C(=O)O1 (stereo unspecified),1.2%,4.4%,8.0%,i,17.1%,1.8%,i,0.1,-15.7%
CCOc1c(C)cnc2c1c(=O)n(Cc1ccc(Cl)cc1)c(=O)n2C,1.9%,12.2%,1.1%,i,-17.4%,-2.1%,i,1.8,5.3%
N#Cc1nc(/C=C/c2ccc(F)cc2)oc1N1CCCCCC1,3.7%,16.6%,-25.7%,.,-26.7%,.,.,.,-23.0%
Cc1ccc(SCCC(=O)N/N=C/c2ccccc2O)cc1,-1.0%,2.0%,-37.2%,i,3.2%,2.5%,i,-2.5,9.3%
CCC(=O)N=C1SC2CS(=O)(=O)CC2N1c1cccc(OC)c1 (stereo unspecified),-0.9%,2.4%,-3.7%,i,0.7%,1.1%,i,-0.6,16.5%
CCOc1ccc(N(CC(N)=O)S(=O)(=O)c2ccc(F)cc2)cc1,-0.5%,-3.3%,-6.6%,i,15.2%,-2.0%,i,1.7,.
COc1ccc(NC(=O)Cc2c(F)cccc2Cl)c(OC)c1,-0.1%,1.4%,12.3%,i,14.5%,1.9%,i,-1.4,4.7%
OCc1cnc(SCc2ccccc2)n1Cc1ccccc1,-0.1%,10.7%,-7.8%,i,1.7%,2.0%,i,-0.1,-11.7%
CN(CC(=O)Nc1ccc(Cl)cc1F)S(=O)(=O)c1ccc2c(c1)n(C)c(=O)c(=O)n2C,0.9%,-1.5%,-3.7%,.,-5.0%,.,i,.,11.4%
COc1ccc2cc(CN(Cc3cccnc3)Cc3nnnn3Cc3ccccc3)c(=O)[nH]c2c1,-0.2%,-4.3%,-1.3%,i,-4.8%,-2.4%,?,-4.9,11.0%
NC(=O)c1ccsc1NC(=O)COC(=O)c1cnccn1,0.2%,5.7%,-42.1%,i,-2.3%,-1.2%,i,-2.3,0.2%
C=CCN(C(C(=O)OC)C(C)C)S(=O)(=O)C=C (stereo unspecified),.,-19.7%,0.7%,.,0.3%,.,.,.,8.7%
COc1ccc(NC(=O)N(C)C[C@H]2OCCCC[C@@H](C)Oc3ccc(NC(=O)c4ccccc4)cc3C(=O)N([C@H](C)CO)C[C@@H]2C)cc1,3.7%,.,-15.0%,i,-10.8%,.,i,-1.1,.
COc1ccccc1/C=C(\C#N)C(=O)NCC1CCCO1 (stereo unspecified),17.7%,10.5%,-2.9%,.,2.6%,.,i,.,17.1%
Cc1cccc(NC(=O)N2CCC(c3nc4ccccc4o3)CC2)c1,-0.2%,-1.1%,-20.1%,i,-0.2%,0.5%,i,-3.3,0.9%
CC(=O)Nc1cccc(Oc2ccc3c(c2)C(=O)N(CCC(=O)O)C3=O)c1,-0.3%,-7.1%,6.4%,i,-3.7%,1.0%,i,-4.5,16.0%
O=C(CCS(=O)(=O)c1ccc(F)cc1)Nc1nc(-c2ccccn2)cs1,?,-2.9%,-1.7%,.,?,-0.6%,?,0.4,5.1%
O=c1c2c([N+](=O)[O-])cc([N+](=O)[O-])cc2nc2ccccn12,7.3%,-24.1%,-24.9%,i,-25.0%,3.9%,i,-0.2,-11.9%
CC(C)(C)NS(=O)(=O)CC12CCC(CC1=O)C2(C)C (stereo unspecified),-0.2%,-7.7%,-15.9%,i,-4.8%,3.1%,i,1.6,27.3%
Cc1ccc(-c2cc3ncc4c(n3n2)-c2cc(F)ccc2OC4)cc1,0.3%,11.3%,-8.2%,.,-5.7%,.,i,.,?
O=C(CN1CCCC1)N1c2ccccc2Sc2ccc(C(F)(F)F)cc21,0.2%,-0.6%,-34.4%,i,2.4%,2.0%,i,-0.9,.
O=C(Cn1nnc2ccccc21)Nc1ccccc1[N+](=O)[O-],1.3%,3.6%,-4.2%,i,-3.2%,0.0%,i,-3.2,25.7%
O=C(c1cnccn1)N1CCc2c([nH]c3ccccc23)C1c1cccc(Cl)c1 (stereo unspecified),2.6%,-1.4%,-15.5%,i,-21.6%,-0.7%,i,-2.1,-0.4%
CC/C(=N\NC(=O)C1CC1)c1cccc(Cl)c1,0.9%,-4.1%,-26.5%,i,5.9%,0.9%,i,-1.0,2.2%
O=C(NNC(=O)C1CC2CCC1C2)c1sc2ccccc2c1Cl (stereo unspecified),0.7%,2.7%,-21.8%,i,-10.1%,2.2%,i,-3.5,?
CC1=C(C(=O)N(C(C)C)C(C)C)CC(CC(=O)NCCCCc2ccccc2)C(=O)N1Cc1ccc(C(C)(C)C)cc1 (stereo unspecified),-1.7%,.,17.8µM*,i,11.2µM*,.,?,-1.3,.
COc1ccccc1-n1c(SCC(=O)Nc2cccc(C(=O)O)c2)nnc1-c1ccccc1O,0.0%,1.2%,3.3%,i,3.1%,0.0%,i,-1.5,12.8%
CCOC(=O)C1CCN(C(=O)c2ccc3c(c2)sc2nc(-c4ccc(C)cc4)cn23)CC1,3.0%,6.0%,-74.3%,.,?,.,.,.,?
COC(=O)C1=C(C)Nc2nc(SCc3ccccc3)[nH]c(=O)c2C1c1cccs1 (stereo unspecified),-0.2%,0.7%,-2.2%,i,-5.2%,-7.0%,i,-3.0,?
COc1ccc(C2Nc3ccccc3C(=O)N2NS(=O)(=O)c2ccc(C)cc2)c(OC)c1 (stereo unspecified),-0.6%,0.3%,7.4%,i,0.1%,-2.6%,i,-2.5,-11.9%
Cc1ccc(N(C(C)C(=O)Nc2ccccc2C(=O)N2CCOCC2)S(C)(=O)=O)cc1C (stereo unspecified),-0.3%,2.6%,3.3%,i,0.0%,0.5%,i,0.3,0.3%
Cn1c(CNc2ccc(Cl)cc2)nnc1SCCN1CCCCC1,-0.2%,0.2%,-28.8%,i,9.8%,-3.4%,i,1.2,26.6%
Cc1ccccc1-n1nc(CSc2nc3ccccc3[nH]2)c(-c2ccccc2)c1N,-0.2%,-27.3%,-5.3%,i,?,1.1%,i,0.9,23.1µM*
Cc1cccc(C)c1OCC(=O)NNC(=O)CCNC(=O)c1ccco1,0.6%,-1.7%,-6.0%,i,-18.2%,2.3%,i,1.3,11.4%
O=C1[C@H]2[C@@H](c3ccc(F)cc3)N3C(=O)N(c4cccc(Cl)c4)C(=O)[C@@]3(Cc3ccc(Cl)cc3)[C@H]2C(=O)N1C1CCCCC1,-0.2%,-3.8%,1.6%,i,-4.8%,0.6%,i,-2.0,18.4%
CNC(C)C(=O)NC(C(=O)NC(C)C(=O)Nc1cccc2ccccc12)C(C)C (stereo unspecified),0.3%,.,-26.0%,i,?,.,i,0.2,.
Cc1cccc(C(=O)N2CCc3cc(CNC(=O)c4ccnn4C)ccc32)c1,-0.7%,0.1%,-0.8%,.,6.7%,.,.,.,.

Screening results (PubChem BioAssay)
